# Assay outcomes from PubChem.
# FXIIa inh 1536 = factor XIIa (human) inhibition | inhibition, % at 5 µM | 220,000 tested, 0.3% active | P00748 | AID 800 | purified FXIIa, Boc-QGR-AMC fluorogenic substrate, 2 h; in the data active = inhibition above about 40%;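 note: 0% = enzyme with no compound and 100% = blank without enzyme; many of its hits are not listed in these tables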
# TNF death inh = TNF-alpha cell death inhibition in Jurkat FADD-/- cells | Jurkat FADD-/- TNF necroptosis rescue, ATP luminescence, 24 h; 0 = TNF only, 100 = no-TNF cells | 220,000 tested, 0.068% active | AID 463075 | activation (protection from cell death), % at 10 µM;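 active = activation, meaning protection from cell death, of at least 50% relative to plate controls; inactive = activation below 50%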;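 note: necroptosis triggered by 40 ng/mL TNF-alpha added together with compound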
# KLK5 inh = inhibitors of human kallikrein 5. Q9Y337. 210,000 tested, 0.59% active. recombinant hK5, fluorogenic AMC substrate cleavage. inhibition, % at 5 µM;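 active = inhibition of 40% or more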;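 note: 0% = enzyme controls without compound and 100% = no-enzyme blanks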
# KCC2 mod = KCC2 (human) Cl- transport modulation | Q9H2X9 | KCC2 cells, thallium flux FluoZin-2 fluorescence | B-score of Tl+ flux slope (higher = more flux/activation; lower = inhibition) at 10 µM | 190,000 tested, 2.2% active;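 active = thallium flux slope and its plate-corrected score both differing from the plate sample mean at a set confidence after two filtering rounds, in either direction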;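 note: slope of fluorescence scaled to starting intensity during 10 to 20 s after thallium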
# Hck-Nef inh = blocks Nef-activated human Hck kinase; P08631; Recombinant Hck-YEEI plus Nef, Z-Lyte FRET kinase assay; inhibition, % at 20 µM; 220,000 tested, 0.68% active;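 active = Hck-Nef kinase inhibition above about 50%, limit read from the data; inactive = inhibition below that limit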;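 note: 0% = DMSO with Hck plus Nef and 100% = Hck alone without Nef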
# L929 necroptosis = blocks zVAD induced death of L929 cells; L929 zVAD necroptosis rescue, ATP luminescence, 24 h; with zVAD 60 µM; viability rescue, % at 10 µM; 220,000 tested, 0.38% active;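 active = activation, scaled between plate controls, above about 75%, limit read from the data; inactive = activation under that limit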;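 note: 0% = zVAD with DMSO and 100% = DMSO alone without zVAD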
# Thrombin inh = blocks human thrombin protease activity; P00734; alpha-thrombin, Boc-VPR-AMC fluorogenic substrate cleavage; inhibition, % at 5 µM; 220,000 tested, 0.26% active; AID 1046;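 active = inhibition at or above 40%; inactive = inhibition below 40%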;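 note: 0% = enzyme with no compound and 100% = wells without enzyme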
#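 System – human alpha-thrombin · Medium – pH 7.5 Tris (50 mM) with NaCl 150 mM, Tween 20 0.05% · Compound – single-point dosing at 5 µM, 0.2% DMSO · Incubation – enzyme reaction carried out at room temperature · Technique – fluorescence of released AMC, ex 355 nm, em 460 nm · Read-out basis – % inhibition of thrombin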
# FXIa inh 1536 = blocks human coagulation factor XIa protease activity; 220,000 tested, 0.14% active; purified FXIa, Boc-Glu-Ala-Arg-AMC fluorogenic substrate; AID 798; inhibition, % at 5 µM;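 active = inhibition of at least 40%; inactive = inhibition below 40%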;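 note: fluorescence of freed AMC excited at 355 nm; 0% = enzyme without compound and 100% = no enzyme blank; many of its hits are not listed in these tables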
# Target sequence (P03951 19-387 limits assumed): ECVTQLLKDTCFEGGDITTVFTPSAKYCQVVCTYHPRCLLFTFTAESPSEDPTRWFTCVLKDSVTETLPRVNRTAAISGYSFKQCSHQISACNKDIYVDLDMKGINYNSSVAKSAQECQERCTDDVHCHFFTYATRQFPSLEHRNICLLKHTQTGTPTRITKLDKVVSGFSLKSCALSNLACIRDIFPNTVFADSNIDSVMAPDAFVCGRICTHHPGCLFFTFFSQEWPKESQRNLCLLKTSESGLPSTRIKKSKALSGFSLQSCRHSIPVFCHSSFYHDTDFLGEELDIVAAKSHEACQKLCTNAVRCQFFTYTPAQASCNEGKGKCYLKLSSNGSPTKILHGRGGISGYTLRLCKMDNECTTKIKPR
# Target sequence (P03951 388-625 limits assumed): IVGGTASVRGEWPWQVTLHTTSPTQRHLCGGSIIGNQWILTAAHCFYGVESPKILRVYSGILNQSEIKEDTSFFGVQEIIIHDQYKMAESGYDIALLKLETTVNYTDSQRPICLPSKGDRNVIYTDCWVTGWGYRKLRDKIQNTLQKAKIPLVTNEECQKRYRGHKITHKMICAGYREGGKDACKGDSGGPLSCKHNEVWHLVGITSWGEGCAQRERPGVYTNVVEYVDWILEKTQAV
# Rad51 HR inh = blocks human Rad51 in homologous recombination. 200,000 tested, 0.085% active. hRad51 DNA strand exchange, fluorescence dequenching. AID 1385. Q06609. inhibition, % at 10 µM;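 active = inhibition above 40% at the single screening dose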;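 note: 0% = DMSO control wells and 100% = blanks with heterologous ssDNA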
# Target sequence (Q06609 whole entry, looked up): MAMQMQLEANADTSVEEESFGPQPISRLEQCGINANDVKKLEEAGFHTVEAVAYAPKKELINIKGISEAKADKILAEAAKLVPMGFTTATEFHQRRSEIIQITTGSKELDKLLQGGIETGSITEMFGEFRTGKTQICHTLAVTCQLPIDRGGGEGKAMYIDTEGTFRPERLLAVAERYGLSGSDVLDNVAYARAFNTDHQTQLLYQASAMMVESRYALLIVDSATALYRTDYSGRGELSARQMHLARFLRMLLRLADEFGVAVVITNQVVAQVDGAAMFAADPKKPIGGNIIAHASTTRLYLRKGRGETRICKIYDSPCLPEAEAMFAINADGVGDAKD
#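 material = hRad51 filaments on single-stranded DNA | reagent = Donor/quencher-labelled 47-bp dsDNA substrate | compound = 10 µM final, single point | schedule = strand-exchange reaction 15 min at room temperature | measured by = fluorescein emission 520 nm, excitation 485 nm | read-out basis = % inhibition versus plate control and blank means | benchmarks = plate controls and plate blanks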
# Numbers without * were called inactive; / = not tested or not shown. These rows are one share of the data (hit frequency here may not be typical).
canonical_smiles	FXIIa inh 1536	Thrombin inh	Rad51 HR inh	TNF death inh	FXIa inh 1536	KCC2 mod	Hck-Nef inh	KLK5 inh	L929 necroptosis
Cc1ccc(S(=O)(=O)CC(=O)N2CCCC2)cc1	-3	-2	-6	-1.1	-3	-0.18	5	-21	-0.5
COc1ccccc1CNC(=O)CN(c1ccc(C)cc1)S(=O)(=O)c1c(C)nn(C)c1C	2	5	-1	-1.0	0	/	0	-7	-0.2
CNS(=O)(=O)c1cccc(C(=O)OCC(=O)c2cc(C)n(-c3ccc4c(c3)OCO4)c2C)c1	-9	-4	5	0.7	-4	-0.64	3	14	1.1
CC(=O)c1ccc(NC(=O)C2CC(=O)Nc3nc4ccccc4n32)cc1 (stereo not drawn)	8	-2	-1	1.9	1	1	26	-1	0.3
O=C(c1ccco1)N1CCN(c2nc(C(F)(F)F)nc3c2nnn3Cc2ccccc2)CC1	8	-5	-5	-4.6	3	0.17	-1	12	0.1
Cc1ccc(N2CC(C(=O)N/N=C/c3sccc3C)CC2=O)cc1 (stereo not drawn)	3	-8	5	2.8	-5	0.036	3	0	1.1
Cc1cc(C(=O)OCC(=O)NC(C)(C)C)c2ccccc2n1	26	0	3	1.6	19	1.4	6	-9	-0.2
Cn1cnnc1SCC(=O)N1N=C(c2ccc(Cl)cc2)CC1c1ccco1 (stereo not drawn)	/	-8	-3	0.5	-8	1.3	-2	-4	1.0
O=C(CSc1nc2ccccc2n1CCc1ccccc1)NC1CCS(=O)(=O)C1 (stereo not drawn)	11	-3	-8	-0.8	0	7.2*	-17	-5	-0.7
COc1c(Cl)cccc1-c1cn2ccc(C)cc2n1	8	-12	17	2.0	3	-0.33	11	3	0.6
O=C(c1cc([N+](=O)[O-])ccc1N1CCCCC1)N1CCc2ccccc21	10	-14	3	-1.7	7	-1.5	0	-7	-1.2
Nc1ccc(N2CCN(C(=O)c3ccco3)CC2)cc1	19	5	/	-2.8	8	0.8	1	-12	0.2
CC1(C)CNC(=O)c2sc(N3CCCCC3)nc2C1	2	-18	4	-2.3	-11	-0.046	1	-3	0.1
CC1=C(C(=O)O)N2C(=O)C(NC(=O)c3ccn(C)n3)C2SC1 (stereo not drawn)	16	1	-10	-5.4	13	/	-1	2	-0.3
CN(C)NC(=S)NC(=O)C12CC3CC(CC(C3)C1)C2	/	-8	2	-7.0	-3	0.26	-15	-3	1.2
COc1nc(Cc2ccc(Cl)cc2)nc2ccccc12	1	-5	33	4.0	-5	-0.031	16	-10	0.4
COCC(O)CSc1nc(C)[nH]c1[N+](=O)[O-] (stereo not drawn)	16	1	-5	1.2	0	-5.2*	-4	-10	1.8
Cc1ccc(N2C(=O)CC(Sc3ccccc3C(=O)O)C2=O)c([N+](=O)[O-])c1 (stereo not drawn)	11	4	20	-1.6	2	0.011	15	-1	-0.6
COc1ccc(OC(C)C(=O)N2CCCc3ccccc32)cc1 (stereo not drawn)	2	-1	10	0.3	-1	-0.21	-17	-4	-0.1
CCOC(=O)CCc1c(C)n(CC)c2cc(-c3ccccc3OC)nn2c1=O	4	-4	12	-5.0	-3	-0.33	2	-8	0.4
CCN1C(=O)C(CC(=O)Nc2ccc(Cl)cc2)N(NC(=O)c2ccncc2)C1=S (stereo not drawn)	0	-9	/	1.2	1	0.76	0	-1	0.6
Cc1ccc(OCCn2cc(C#N)c3ccccc32)cc1	2	-2	-5	2.6	-5	0.059	4	-5	-0.4
O=C(c1ccccc1)c1ccc(OCC(O)CNC2CCCc3ccccc32)cc1 (stereo not drawn)	8	-3	9	1.8	3	0.24	3	-9	0.5
CCOC(=O)CNC(=O)c1cn(CC)c(=O)c2cc(OC)c(OC)cc12	0	-4	0	2.5	6	0.062	-3	-12	3.5
COc1ccc(C(=O)Nc2cc3c(oc2=O)CCCC3=O)cc1	10	-1	-19	-1.5	0	0.56	0	7	1.8
NS(=O)(=O)c1ccc(CNS(=O)(=O)c2ccc(Cl)nc2)cc1	15	4	-8	-0.6	1	1.2	18	4	1.3
CCOc1ccc(C(=O)NC(=S)Nc2cccnc2)cc1	2	-8	/	1.5	-3	0.4	0	-4	-0.2
O=C1CC(c2ccc(F)cc2)Sc2nc(-c3ccccc3)c(-c3ccccc3)n21 (stereo not drawn)	-1	-3	/	1.1	-3	0.055	-3	-5	/
Cc1ccc(C(=O)NCC(=O)OC(C)C(=O)Nc2ccc(N3CCOCC3)cc2)s1 (stereo not drawn)	82*	5	-16	0.2	44*	0.91	-4	77*	-0.2
Cc1ccccc1OCC(=O)N/N=C/c1ccc2c(c1)OCCO2	8	-5	-4	0.6	0	-0.86	1	-23	0.5

# Gathered by group, the compounds so far with a COOH group.
canonical_smiles	FXIIa inh 1536	Thrombin inh	Rad51 HR inh	TNF death inh	FXIa inh 1536	KCC2 mod	Hck-Nef inh	KLK5 inh	L929 necroptosis
CC1=C(C(=O)O)N2C(=O)C(NC(=O)c3ccn(C)n3)C2SC1 (stereo not drawn)	16	1	-10	-5.4	13	/	-1	2	-0.3
Cc1ccc(N2C(=O)CC(Sc3ccccc3C(=O)O)C2=O)c([N+](=O)[O-])c1 (stereo not drawn)	11	4	20	-1.6	2	0.011	15	-1	-0.6

# Next results:
canonical_smiles	FXIIa inh 1536	Thrombin inh	Rad51 HR inh	TNF death inh	FXIa inh 1536	KCC2 mod	Hck-Nef inh	KLK5 inh	L929 necroptosis
Cn1c(C(=O)OC(C(=O)NC2CCCCC2)c2cccnc2)cc2sccc21 (stereo not drawn)	13	0	-2	-0.2	0	0.01	-15	2	0.5
Nc1nonc1C(=O)NCCN=Cc1ccccc1O	11	4	-4	-0.8	-2	-4.6*	-1	-14	-0.3
C/C(=N\NC(=O)CC1N=C(Cc2ccccc2)NNC1=O)c1ccc(Cl)cc1Cl (stereo not drawn)	15	1	1	-1.4	6	0.29	0	2	0.1
Cc1ccnc(SCC(=O)c2ccc([N+](=O)[O-])cc2)n1	15	-2	-6	-1.5	7	0.045	1	-1	0.1
CCOc1ncccc1C(=O)N1CCN(c2cccc(C)c2C)CC1	4	3	2	-8.4	1	-0.63	-9	-13	-1.1
CCCn1nc2cc(C(=O)NCCc3cccs3)ccc2c1OCC	2	-2	2	-0.7	-2	-0.28	0	-71	3.1
O=C(NCCc1c[nH]c2ccccc12)/C(=C\c1cccnc1)NC(=O)c1ccccc1F	5	-1	13	-5.2	-3	-1.1	3	-6	-0.2
Cc1ccc(S(=O)(=O)c2nc(C)oc2NCc2ccccc2)cc1	18	3	4	-1.6	6	/	1	-9	-0.4
CCN(CC)C(=O)C(=O)Nc1ccc(OC)c(Cl)c1	4	-7	8	1.2	0	0.67	22	2	6.5
COc1ccc(C(=O)N2CCN(S(=O)(=O)c3ccc(C)cc3C)CC2)cc1OC	8	-7	-4	1.7	-5	0.12	-5	-5	2.9
Cn1c(-c2ccccc2)c(/C=N/NC(=O)c2cccnc2)c2ccccc21	8	3	3	0.7	-4	-0.61	23	-6	2.0
O=C(O)c1ccccc1C(=O)N1CCN(C(=O)c2ccccc2Cl)CC1	13	-1	-2	-0.1	-1	-0.36	20	5	2.9
CCOc1cc(/C=C2\C(=O)N(c3cccc(C(F)(F)F)c3)C(=O)c3ccccc32)ccc1O	10	-5	/	1.6	2	-0.89	-13	-11	1.1
CCOC(=O)N1CCC(N2Cc3cccc(C(=O)NCc4ccccc4OC)c3C2=O)CC1	8	7	0	0.1	5	-0.65	2	-2	-1.4
Cc1ccc(-n2c(Cc3cccn3C)nnc2SCC(N)=O)cc1	17	2	-3	-1.0	6	/	0	13	0.2
CS(=O)(=O)N(CC(=O)NCC1CCCO1)c1cc(Cl)ccc1Cl (stereo not drawn)	27	4	-5	-0.5	23	0.79	-7	-13	0.8
Nc1nnn(CC(=O)N/N=C/c2ccccc2Cl)n1	11	1	10	-0.8	-3	-1.1	12	1	-0.1
CCOc1[nH]n(-c2ccc(Cl)cc2)c(=O)c1C=Nc1ccc(Cl)cc1	3	-7	5	-2.5	-6	0.42	3	17	-0.3
COc1ccc(-c2csc3nc(C)n(-n4cccc4)c(=O)c23)cc1	/	/	-2	1.3	/	/	2	/	7.1
Clc1ccc(SCCn2cncn2)cc1	8	-5	1	-1.0	4	/	1	-23	0.3
CCN(CC)S(=O)(=O)c1ccc(-c2nnc(SCc3nnc(-c4ccc(C)cc4)o3)n2CC)cc1	17	3	-1	-3.6	9	/	5	3	-0.4
CCOc1ccc(-c2csc(NC(=O)CSC3=NC(=O)CN3C(C)=O)n2)c2ccccc12	-2	-13	-1	4.6	-7	0.033	1	-7	1.0
CCOC(=O)N1CCC(Nc2c(-c3ccc(C)c(C)c3)c(=O)c2=O)CC1	16	-4	4	0.0	2	-0.95	1	-16	0.1
CCOC(=O)c1sc(NC(=O)c2ccco2)c(C#N)c1C	10	1	/	-0.9	4	-2.5	-4	-6	/
Clc1ccc2nc(N3CCCCC3)[nH]c2c1	10	8	2	2.0	7	-0.25	7	33	0.3
CN1CCN(C(=O)/C(=C\c2ccccc2)c2ccccc2)CC1	-2	-5	-3	1.0	-20	0.26	1	-23	1.2
CCOc1ccccc1NC(=O)C(=O)N/N=C/c1cc(Br)ccc1O	-2	-2	4	-12	-5	0.22	13	-10	65
Cn1nc(NC(=O)CC23CC4CC(CC(C4)C2)C3)c2c(F)cccc21	11	6	-14	3.5	3	-2.2	6	9	-0.7
CCNC(=S)Nc1ccc(C)c(Cl)c1	3	0	3	2.0	11	-0.03	-1	-3	0.3
COC(=O)C1=C(C)C(c2ccc(OC)cc2)NC(=S)N1 (stereo not drawn)	11	3	0	2.7	31	1.1	-1	26	0.9
CCn1ccnc1CN(C)Cc1nc(Cc2cccc(C(F)(F)F)c2)no1	6	-9	-9	1.7	0	0.0016	29	8	-1.4
Cc1cc(NC(=O)NC2CCCN2S(=O)(=O)c2ccc(Cl)cc2)no1 (stereo not drawn)	12	0	-5	-2.1	3	0.65	2	-6	0.0
O=C(Nc1nncs1)c1cccc(S(=O)(=O)N2CCCC2)c1	-8	-14	3	-1.7	-8	/	0	-3	-0.1
O=C(C1=C[C@H](c2csc3ccccc23)C[C@H](OCc2ccc(CO)cc2)O1)N1CCOCC1	12	0	-5	1.4	5	-0.29	1	0	-0.9
COc1ccc(CN2CCN(C3CCSCC3)CC2CCO)c(C)c1C (stereo not drawn)	10	-6	-2	2.8	3	0.52	25	8	0.0
CC(C)=N/N=C1/NC(=O)C(CC(=O)Nc2cc(Cl)ccc2C)S1 (stereo not drawn)	4	-11	8	2.4	0	0.36	1	-20	0.4
COc1cc(NC(=O)COC(=O)CNC(=O)c2cc(C)cc(C)c2)c(C)cc1[N+](=O)[O-]	28	3	/	2.0	20	-0.61	-2	-5	/
Cc1cnc(NC(=O)[C@H](C)N2C(=O)C3CCCCC3C2=O)s1 (stereo partly drawn)	-4	-8	-1	0.8	0	0.14	23	-4	2.7
Cc1cc(OCC(=O)Nc2ccc(S(=O)(=O)N3CCN(C)CC3)cc2)cc(C)c1Cl	10	-6	8	0.9	1	/	-1	-11	-0.2
